AHR activator – activators of human aryl hydrocarbon receptor; AHR-responsive luciferase reporter cells, luminescence; activation, % at 5 µM; 320,000 compounds, 2.5% hits; in the data active means activation above about 47%;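 further: 0% = vehicle wells and 100% = reference agonist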
Target sequence (P35869 whole entry, looked up): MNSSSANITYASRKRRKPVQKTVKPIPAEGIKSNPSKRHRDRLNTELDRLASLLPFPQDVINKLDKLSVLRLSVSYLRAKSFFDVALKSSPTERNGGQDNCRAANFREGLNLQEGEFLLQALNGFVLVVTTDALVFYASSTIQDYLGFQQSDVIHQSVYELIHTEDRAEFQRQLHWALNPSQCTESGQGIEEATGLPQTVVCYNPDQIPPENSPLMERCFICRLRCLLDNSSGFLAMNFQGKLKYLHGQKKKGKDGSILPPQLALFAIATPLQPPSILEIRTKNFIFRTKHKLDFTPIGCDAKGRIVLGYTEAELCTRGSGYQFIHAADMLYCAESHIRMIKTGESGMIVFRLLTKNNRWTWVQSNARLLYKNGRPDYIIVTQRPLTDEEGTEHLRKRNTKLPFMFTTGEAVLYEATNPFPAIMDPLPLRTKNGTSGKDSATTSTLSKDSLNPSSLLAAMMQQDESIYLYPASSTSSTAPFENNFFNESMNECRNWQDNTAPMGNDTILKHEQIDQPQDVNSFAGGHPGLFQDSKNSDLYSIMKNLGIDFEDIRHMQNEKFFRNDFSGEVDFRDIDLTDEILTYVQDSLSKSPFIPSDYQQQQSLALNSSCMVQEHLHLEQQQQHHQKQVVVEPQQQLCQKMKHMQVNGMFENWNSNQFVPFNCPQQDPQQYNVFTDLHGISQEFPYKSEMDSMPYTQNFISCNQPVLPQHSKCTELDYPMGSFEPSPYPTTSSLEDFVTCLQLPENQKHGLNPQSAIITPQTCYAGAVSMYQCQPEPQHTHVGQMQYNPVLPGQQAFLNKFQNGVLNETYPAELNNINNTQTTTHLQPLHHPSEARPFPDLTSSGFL
MEP2 TOR yeast – yeast TOR pathway MEP2-GFP modulation. 330,000 compounds, 0.51% hits. GFP response vs DMSO, % at 10 µM. S. cerevisiae MEP2-GFP strain, flow cytometry GFP, 3 h; 100% = DMSO control level;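 active means GFP response versus DMSO above a set limit, roughly screen mean plus 3 SD, cut at about 180% in these data; inconclusive means fewer than 70 cells counted for a yeast strain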;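 further: median GFP fluorescence of the barcode-gated MEP2-GFP cells per well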
LAP4 TOR yeast – alters LAP4-GFP fluorescence in TOR pathway yeast screen; AID 2023; 320,000 compounds, 0.34% hits; GFP response vs DMSO, % at 10 µM; S. cerevisiae LAP4-GFP multiplex, flow cytometry GFP, 3 h; median GFP as percent of DMSO wells;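 active means GFP response vs DMSO above a set limit, about the screen mean plus 3 SD, cut at about 150% in these data; inconclusive means under 70 cell events counted for the yeast strain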
CIT2 TOR yeast – modulators of TOR pathway CIT2-GFP in S. cerevisiae; S. cerevisiae CIT2-GFP strain, flow cytometry, 3 h; 100 means same as DMSO wells; 320,000 compounds, 0.065% hits; AID 2029; GFP response vs DMSO, % at 10 µM;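 active means GFP response relative to DMSO above a set limit, near the screen mean plus 3 SD, cut at about 150% in these data; inconclusive means Fewer than 70 cells measured for a yeast strain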;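 further: ratio of well median GFP fluorescence to mean of DMSO wells on the plate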
procasp7 counter – counter-screen: procaspase-7 (human) activation | recombinant procaspase-7, Ac-DEVD-pNA absorbance 405 nm; D23A/D198A/D206A triple mutant, cannot self-cleave; scale: DMSO 0, 5 µM enzyme 100 | P55210 | 330,000 compounds, 0.093% hits | activation, % at 8.5 µM | AID 463210;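 active means percent activation above the screen-wide mean plus 3 SD, cut at about 25% in these data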
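Assay system – Uncleavable procaspase-7 mutant enzyme · Quantity – 2 µM procaspase-7 mutant as dispensed · Times – 1 h preincubation, 2 h reaction · Dosing – single nominal 8.5 µM compound dose, 0.8% DMSO final · Buffer or medium – Zinc-free 50 mM HEPES buffer, pH 7.4, with NaCl and Triton X-100 · Detection – Epi-absorbance of released pNA at 405 nm, two timepoints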
AGP1-GFP MLPCN – modulators of TOR pathway AGP1-GFP in S. cerevisiae | S. cerevisiae AGP1-GFP multiplex flow cytometry, 3 h; GFP as percent of DMSO wells | GFP response vs DMSO, % at 10 µM | 320,000 compounds, 0.02% hits;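 active means GFP response relative to DMSO above a set limit, near screen average plus 3 SD, cut at about 150% in these data; inconclusive means fewer than 70 cells counted for the yeast strain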;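 further: median GFP channel fluorescence of the gated AGP1 strain per well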
RPL19A-GFP yeast – yeast TOR pathway RPL19A-GFP modulation; S. cerevisiae RPL19A-GFP strain, flow cytometry, 3 h; active compounds read low; percent response vs DMSO, % at 10 µM; 330,000 compounds, 0.3% hits; AID 2025;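 active means percent response vs DMSO below 50%; inconclusive means fewer than 70 events counted for the yeast strain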;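 further: median channel GFP fluorescence of the barcoded RPL19A-GFP strain; ratio of sample median GFP to plate DMSO average so 100% = DMSO; lower means less RPL19A-GFP as with rapamycin TOR inhibition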
procasp3 activ – activates human procaspase-3; 330,000 compounds, 0.11% hits; activation, % at 8.5 µM; recombinant procaspase-3 D3A, Ac-DEVD-pNA absorbance 405 nm;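 active means activation above the mean of all tested compounds plus 3 SD, cut at about 21% in these data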;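 further: 0% = DMSO alone and 100% = DMSO wells spiked with extra 5 µM PC-3 D3A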
Target sequence (P42574 whole entry D9A/D28A/D175A): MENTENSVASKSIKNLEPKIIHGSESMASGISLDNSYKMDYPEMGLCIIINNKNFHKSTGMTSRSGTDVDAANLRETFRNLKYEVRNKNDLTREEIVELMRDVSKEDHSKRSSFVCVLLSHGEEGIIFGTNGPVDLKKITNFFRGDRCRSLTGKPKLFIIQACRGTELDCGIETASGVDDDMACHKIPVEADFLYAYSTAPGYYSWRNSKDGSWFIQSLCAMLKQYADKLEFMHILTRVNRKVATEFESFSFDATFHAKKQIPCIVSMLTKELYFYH
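Compound: 8.5 µM single point, 0.8% DMSO / Material: Autoprocessing-dead procaspase-3 D3A mutant enzyme / Timing: 1 h preincubation plus 2 h reaction at 25 °C / Medium: Zinc-free HEPES/NaCl buffer with 0.01% Triton X-100 at pH 7.4 / Technique: 405 nm absorbance of p-nitroaniline, reads at 0 and 120 min / Repeats: one well per compound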
Numbers without * were called inactive; ? = inconclusive; . = not tested or not shown; [ ] = remark or other dose. Outcome played no part in choosing rows (roughly 3.5% active in at least one column).

SMILES | AHR activator | MEP2 TOR yeast | LAP4 TOR yeast | CIT2 TOR yeast | procasp7 counter | AGP1-GFP MLPCN | RPL19A-GFP yeast | procasp3 activ
O=C(COC(=O)C1=Cc2ccccc2OC1)NCc1ccco1 | 0 | 96 | 98 | 93 | 0 | 91 | 91 | 1
Cc1ccc2occ(CN3CCN(Cc4ccccc4)CC3)c(=O)c2c1 | -2 | 100 | 99 | 99 | -2 | 100 | 99 | 5
C=CCN1CN(CCc2ccccc2)CNC1=S | 2 | 104 | 93 | 89 | -3 | 92 | 99 | -14
COc1ccc2oc(=O)c(C(=O)n3ccc(C)n3)cc2c1 | -3 | 118[may fluoresce violet] | 104[may fluoresce violet] | ? | 2 | 18[may fluoresce violet] | 98[may fluoresce violet] | -2
O=C(CSc1nc(=O)n(CCCN2CCOCC2)c2c1CCC2)Nc1ccccc1F | -2 | 106 | 110 | 94 | 11 | 97 | 98 | -3
Nc1nc2c(ncn2C2C[C@H](O)[C@@H](CO)O2)c(=O)[nH]1 (stereo partly drawn) | -2 | 100 | 104 | 80 | -2 | 82 | 99 | -2
CCn1nnc2cc(C(=O)O)ccc21 | 2 | 98 | 97 | 96 | -3 | 93 | 94 | 5
C=CCNc1nc(Nc2cc(Cl)ccc2OC)nc(OC)n1 | 14 | 106 | 97 | 109 | 3 | 99 | 104 | 5
CCOC(=O)c1nnn(-c2nonc2N)c1-c1cccs1 | 3 | 104 | 97 | 90 | 5 | 91 | 105 | 0
COc1ccc(-n2ncc3c2CC(C)(C)CC3NC(=O)CCC2=NNC(=O)CC2)cc1 (stereo not drawn) | 1 | 109 | 97 | 109 | 0 | 102 | 105 | 2
COc1ccc(/C=C(\C#N)C(=O)c2cccn2C)cc1 | 5 | 102 | 89 | 96 | -11 | 96 | 100 | 3
CCC(C)(C(=O)NC1CCCCC1)N(C(=O)CC1NC(=O)NC1=O)c1c(C)n(C)n(-c2ccccc2)c1=O (stereo not drawn) | 0 | 159 | 105 | 109 | 7 | 102 | 103 | 8
O=C(CCNC(=O)Cn1ccc2ccccc2c1=O)NCCCN1CCN(c2ccc(F)cc2)CC1 | -1 | 110 | 101 | 100 | 6 | 110 | 109 | 0
CCCCn1c(CCC(=O)O)ccc1-c1cccs1 | 0 | 109 | 105 | 105 | -7 | 97 | 103 | -8
Cc1ccc2c(c1)N(C(=O)CCC(=O)NCC(C)c1ccccc1)CC(C)O2 (stereo not drawn) | 0 | 102 | 103 | 107 | 2 | 105 | 102 | 11
C[C@H]1CCC[C@]2(O[C@H](CCO)C[C@H](O)[C@H]2O)O1 | 1 | 92 | 123 | 99 | 5 | 87 | 103 | 0
O=C(CCNC(=O)c1ccc(Cl)cc1)Nc1ncccc1O | 8 | 97 | 98 | 102 | -7 | 103 | 101 | 3
COC(CNC(=O)Cn1nc(Cc2ccncc2)c2ccccc2c1=O)OC | 0 | 103 | 99 | 108 | 6 | 99 | 100 | 0
CCS(=O)(=O)N1CCN(S(=O)(=O)c2ccc3ccccc3c2)CC1 | 0 | 108 | 95 | 103 | -4 | 101 | 103 | 2
COc1ccccc1CC(NC(C)=O)C(=O)N1CCN(C(=O)c2cccs2)CC1 (stereo not drawn) | 4 | 93 | 92 | 110 | 8 | 100 | 95 | 8
N#C/C(=C\c1c(F)cccc1Cl)c1nn(-c2ccccc2)c(-n2cccc2)c1C#N | 2 | 107 | 109 | 102 | 8 | 105 | 102 | 9
Cc1sc2nc(CN3CCOCC3)[nH]c(=S)c2c1C | 8 | 94 | 116 | 90 | -39 | 98 | 99 | -25
COc1ccc(C(=O)NC(C)c2csc(C)n2)cc1OC1CCN(C(C)=O)CC1 (stereo not drawn) | 1 | 109 | 102 | 116 | 8 | 110 | 107 | 7
CC(=O)Nc1ccc(NC(=O)[C@@H](NC(=O)c2ccccc2F)C(C)C)cc1 | 2 | 90 | 91 | 97 | -6 | 98 | 101 | 8
CCOC(=O)C1=C(C)NC2=C(C(=O)CC(C)(C)C2)C1c1cccc(C)n1 (stereo not drawn) | 0 | 101 | 99 | 99 | 9 | 100 | 96 | 4
COc1ccc(-c2nc3ccccn3c2C=O)cc1 | 55* | 101 | 103 | 95 | 4 | 96 | 99 | 1
N#CC1=C(N)Oc2c(ccc3ccccc23)C1c1cccs1 (stereo not drawn) | 39 | 100 | 96 | 100 | 6 | 100 | 99 | -2
CC(Sc1nnc(COc2ccc(Cl)cc2)n1-c1ccccc1)C(=O)O (stereo not drawn) | 0 | 104 | 91 | 95 | 0 | 145 | 102 | 3
Cc1ccc(S(=O)(=O)NCCC(=O)OCC(=O)N(C)c2ccccc2)cc1 | 4 | 100 | 96 | 98 | 2 | 100 | 95 | -4
COc1ccc2c(c1)cc(C)c1nnc(SCC(=O)N3CCN(C(=O)c4ccco4)CC3)n12 | 2 | 105 | 101 | 102 | -8 | 103 | 99 | -2

Pulled by structure from above, 3 records:
SMILES | AHR activator | MEP2 TOR yeast | LAP4 TOR yeast | CIT2 TOR yeast | procasp7 counter | AGP1-GFP MLPCN | RPL19A-GFP yeast | procasp3 activ
N#CC1=C(N)Oc2c(ccc3ccccc23)C1c1cccs1 (stereo not drawn) | 39 | 100 | 96 | 100 | 6 | 100 | 99 | -2
COc1ccc(-c2nc3ccccn3c2C=O)cc1 | 55* | 101 | 103 | 95 | 4 | 96 | 99 | 1
COc1ccc(C(=O)NC(C)c2csc(C)n2)cc1OC1CCN(C(C)=O)CC1 (stereo not drawn) | 1 | 109 | 102 | 116 | 8 | 110 | 107 | 7

Other results follow:
SMILES | AHR activator | MEP2 TOR yeast | LAP4 TOR yeast | CIT2 TOR yeast | procasp7 counter | AGP1-GFP MLPCN | RPL19A-GFP yeast | procasp3 activ
O=C(N/N=C/c1cc([N+](=O)[O-])ccc1O)c1c[nH]c2ccccc12 | 21 | 99 | 98 | 102 | 9 | 102 | 100 | -8
Cc1cc(N2CCC(C(=O)Nc3ccc(F)cc3)CC2)nc(-c2ccccc2)n1 | 0 | 112 | 102 | 108 | -3 | 107 | 97 | -5
O=C1Nc2ccc(Br)cc2/C1=N/N=C/C1=C(N2CCOCC2)C(=C\c2ccccc2)/CC1 | 22 | 108 | 103 | 102 | -13 | 108 | 103 | 2
CCCCS(=O)(=O)N1CCCC(C(=O)NCCc2ccccc2)C1 (stereo not drawn) | -1 | 95 | 96 | 97 | -6 | 92 | 97 | -5
COc1cc(C2NC(=O)NC(c3ccccc3)=C2C(C)=O)c(Br)cc1OCC(N)=O (stereo not drawn) | -1 | 107 | 92 | 107 | -9 | 100 | 103 | 2
Cc1ccc(C(=O)N/C(=C/c2ccc(-c3cccc([N+](=O)[O-])c3)o2)C(=O)NCCCN(C)C)cc1 | 1 | 120 | 102 | 106 | 2 | 103 | 96 | -2
Cc1ccc(S(=O)(=O)N2CCOCC2)cc1C(=O)Nc1ccccc1N1CCOCC1 | 4 | 113 | 104 | 108 | -2 | 98 | 95 | 8
COc1ccc(C(=O)NNC(=O)CSc2nc3c([nH]2)c(=O)n(C)c(=O)n3C)cc1 | 1 | 102 | 98 | 108 | 5 | 104 | 104 | 3
Cc1ccc(OC(C)C(=O)N(Cc2cccs2)C2CCS(=O)(=O)C2)cc1C (stereo not drawn) | -1 | 91 | 103 | 94 | 6 | 98 | 95 | 13
CC(=O)N1CCCc2cc(S(=O)(=O)N3CCCC(C(=O)Nc4ccc(C)cc4C)C3)ccc21 (stereo not drawn) | 1 | 101 | 84 | 94 | 7 | 87 | 89 | 7
O=C(COC(=O)CC(c1ccccc1)c1ccccc1)NCc1ccc(Cl)cc1 | 0 | 93 | 94 | 86 | 1 | 93 | 94 | -5
CCOC(=O)[C@@H]1[C@H]2COc3cc(OC)ccc3[C@@H]2N2C(=O)N(c3cccc(F)c3)C(=O)[C@]12C | -5 | 88 | 118 | 86 | -5 | 82 | 96 | -4
CCN(C[C@H]1N[C@@](CC)(C(=O)OC)[C@H]2C(=O)N(C)C(=O)[C@@H]12)S(=O)(=O)c1ccc(C(F)(F)F)cc1 | -1 | 91 | 89 | 101 | -4 | 93 | 94 | 0
CN(CCc1ccccn1)C(=O)c1nn2c(C(F)(F)F)cc(-c3ccco3)nc2c1Cl | -3 | 97 | 100 | 96 | 1 | 96 | 101 | 0
N#CCCCN1C(=O)C(=C(C#N)C#N)c2ccccc21 | 8 | 113 | 95 | 107 | 2 | 107 | 109 | 9
O=C(CN(CC1CCCO1)C(=O)CNS(=O)(=O)c1ccc(F)cc1)NCc1ccccc1 (stereo not drawn) | -1 | 104 | 94 | 104 | 8 | 101 | 104 | -4
O=C(Nc1cccc(NC(=O)c2cccs2)c1)c1ccco1 | 21 | 106 | 106 | 101 | 5 | . | 102 | -3
CCOc1ccc2nc(NC(=O)CN3CCN(C)CC3)sc2c1 | 34 | 108 | 114 | 108 | 3 | 112 | 105 | -3
Cn1c(NC(=O)c2cc(Br)ccc2Cl)cc(=O)n(C)c1=O | -3 | 97 | 98 | 98 | 6 | 106 | 103 | 8
COCCNC(=O)C(=O)c1c(-c2ccccc2)[nH]c2ccccc12 | 4 | 101 | 101 | 97 | 1 | 101 | 98 | -2
Cn1c(=O)c(C(=O)CCl)c(N)n(Cc2ccccc2)c1=O | -3 | 90 | 103 | 94 | -2 | 86 | 98 | -10
O=C(NC1CCCCC1)C(c1cccs1)N(C(=O)c1ccco1)c1ccc2c(c1)OCCO2 (stereo not drawn) | 2 | 97 | 96 | 104 | -8 | 101 | 102 | -2
COc1ccc(CN2CCNC(=O)C2CC(=O)N(C)Cc2nc(C)cs2)c(OC)c1 (stereo not drawn) | 2 | 97 | 71 | 111 | -10 | 93 | 105 | 10
CNC(=S)N/N=C(\C)c1ccc2c(c1)OCCO2 | 48* | 103 | 99 | 94 | -11 | 91 | 103 | -10
CC(C)CCNS(=O)(=O)c1cc2c3c(c1)CCN3C(=O)CC2 | 0 | 104 | 94 | 98 | 0 | 102 | 99 | 2
COCCNC(=O)CSc1nc2scc(-c3ccccc3)c2c(=O)[nH]1 | 6 | 97 | 85 | 105 | -11 | 98 | 100 | -3
O=C(c1ccc(F)cc1)C1CCN(C(=O)Nc2ccc(F)cc2)CC1 | -2 | 104 | 108 | 97 | 1 | 109 | 104 | 4
CCCNC(=O)[C@@H]1CCCN1C(=O)[C@@H]1Cc2ccccc2CN1 | 2 | 108 | 90 | 107 | 5 | 96 | 102 | 8
O=C(CSc1nccn1Cc1ccccc1)NC1CCCC1 | 1 | 105 | 101 | 103 | 3 | 105 | 104 | 3
Clc1cccc(-c2ccc(CNCc3ccccn3)o2)c1 | 121* | 103 | 101 | 104 | -26 | 99 | 103 | -11
COc1ccc(N2CCN(Cc3nc(-c4ccccc4)no3)CC2)cc1 | -1 | 106 | 112 | 102 | 0 | 105 | 97 | 6
COc1ccc(-c2ccnc(SCC(=O)c3ccc(OC)c(OC)c3)n2)cc1 | 17 | 93 | 90 | 102 | 5 | 99 | 104 | 6
O=c1[nH]c2ccc([N+](=O)[O-])cc2nc1/C=C(\O)c1ccccc1 | 16 | 95 | 104 | 101 | -22 | 103 | 101 | -18
